Assay outcomes (PubChem BioAssay)
Cardiac RTF inh: cardiac RTF calcium desensitization. 0.12% of 340,000 active. AID 493244. P19429+P45379. inhibition, % at 7.15 µM. IANBD-labeled cardiac RTF, Ca2+ fluorescence;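 active = inhibition above the mean inhibition of all tested compounds plus 3 SD, cut at about 17% in these data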;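 also: assay run at fixed EC70 calcium of 1.6 mM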
PfHsp90 set2: growth inhibition of yeast expressing Plasmodium Hsp90; S. cerevisiae expressing PfHsp90, BacTiter-Glo ATP, 48 h; yeast lacking PDR1 and PDR3 efflux regulators; inhibition, % at 9.4 µM; 0.32% of 310,000 active; AID 504621;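 active = every replicate shows inhibition above about 80%, whatever the replicate mean, limit read from the data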;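 also: 0% = DMSO neutral controls and 100% = 20 µM radicicol positive controls; yeast relying on Plasmodium falciparum Hsp90 in place of its own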
Rtt109 Vps75: blocks Candida albicans Rtt109/Vps75 acetyltransferase activity. purified Rtt109/Vps75, ThioGlo CoA-SH fluorescence, 4 h. inhibition, % at 34.9 µM. 0.16% of 330,000 active. AID 540336;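 active = inhibition of at least 50% in every replicate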
Target sequence (Q5AAJ8 whole entry, looked up): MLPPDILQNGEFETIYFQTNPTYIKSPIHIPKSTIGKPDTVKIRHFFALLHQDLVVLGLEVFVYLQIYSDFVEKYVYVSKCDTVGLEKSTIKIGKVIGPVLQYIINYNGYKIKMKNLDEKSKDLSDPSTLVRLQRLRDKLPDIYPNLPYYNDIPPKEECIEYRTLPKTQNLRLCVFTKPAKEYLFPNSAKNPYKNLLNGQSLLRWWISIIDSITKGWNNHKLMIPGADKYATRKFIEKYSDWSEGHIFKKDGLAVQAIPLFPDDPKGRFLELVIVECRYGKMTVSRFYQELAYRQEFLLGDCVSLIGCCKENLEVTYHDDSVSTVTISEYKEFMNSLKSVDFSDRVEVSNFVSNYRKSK
dFosB act: enhances mouse delta FosB homodimer DNA binding; P13346; purified delta FosB, TAMRA-CDK5 oligo fluorescence polarization; percent of positive-control signal above neutral wells; activation, % at 25 µM; 0.99% of 340,000 active; AID 493131;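 active = mean activation above about 17%, with every replicate also reaching it, limit read from the data, passing the limit was not always enough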;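 also: fluorescence polarization rise as delta FosB binds a TAMRA Cdk5 AP-1 oligo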
cardiac RTF act: cardiac RTF calcium sensitization. AID 493008. 0.24% of 340,000 active. P19429+P45379. activation, % at 7.2 µM. IANBD-labeled TnC RTF fluorescence at EC20 calcium; 0% EC20 calcium, 100% full calcium;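 active = activation above the mean over all tested compounds plus 3 SD, cut at about 30% in these data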;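 also: rise in fluorescence read as greater calcium sensitivity of cardiac thin filaments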
NSD2 inh: inhibitors of human histone methyltransferase NSD2; O96028; 0.54% of 310,000 active; inhibition, % at 12.5 µM; NSD2 peptide methylation, AlphaScreen, 120 min; in the data active = inhibition above about 50%
Mot1-301 SUMO: inhibitors of SUMOylation pathway: yeast Mot1-301 growth rescue; S. cerevisiae Mot1-301 growth rescue, ATP luminescence, 38.5C; percent above DMSO median, 100 means doubled; growth rescue, % at 18.8 µM; 1% of 320,000 active;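 active = every valid replicate shows activation above 250% relative to neutral control wells; inactive = the rest, any valid replicate at or below 250%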;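 also: OY570 slx delta 5 strain wells were the positive control but not used for scaling; some compounds called inactive have numbers as strong as hits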
Keap1-Nrf2 PPI: disrupts human Keap1 binding to Nrf2 peptide; Keap1 Kelch-Nrf2 peptide fluorescence polarization, 1536-well; inhibition, % at 9.4 µM; 0.15% of 340,000 active; Q14145; in the data active = inhibition above about 12%;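 also: human Keap1 Kelch domain with fluorescein labeled Nrf2 9mer peptide probe; 0% = neutral control wells and 100% = peptide positive control; higher means more block of Keap1 binding to Nrf2 peptide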
Target sequence (Q14145 whole entry, looked up, the tested form may be a part): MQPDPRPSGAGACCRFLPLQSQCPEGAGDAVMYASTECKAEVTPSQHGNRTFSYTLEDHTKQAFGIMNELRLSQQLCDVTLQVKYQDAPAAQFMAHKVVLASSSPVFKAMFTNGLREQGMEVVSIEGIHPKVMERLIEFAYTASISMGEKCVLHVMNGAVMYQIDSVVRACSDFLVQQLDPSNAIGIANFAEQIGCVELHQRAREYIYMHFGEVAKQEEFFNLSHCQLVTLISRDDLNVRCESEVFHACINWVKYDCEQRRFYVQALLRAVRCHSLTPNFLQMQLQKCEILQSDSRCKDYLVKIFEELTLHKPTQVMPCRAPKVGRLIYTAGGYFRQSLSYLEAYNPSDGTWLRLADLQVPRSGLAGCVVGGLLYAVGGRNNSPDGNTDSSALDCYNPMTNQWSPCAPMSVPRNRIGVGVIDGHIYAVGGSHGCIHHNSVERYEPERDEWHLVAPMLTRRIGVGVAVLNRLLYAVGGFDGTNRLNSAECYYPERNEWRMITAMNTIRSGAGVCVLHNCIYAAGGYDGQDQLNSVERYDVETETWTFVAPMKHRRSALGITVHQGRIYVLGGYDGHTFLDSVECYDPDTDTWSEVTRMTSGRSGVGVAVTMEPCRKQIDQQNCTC
LANA DNA inh: KSHV C-LANA DNA binding inhibition. MBP-C-LANA/FAM-LBS DNA binding, fluorescence polarization. inhibition, % at 9 µM. 0.078% of 340,000 active;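 active = highest replicate inhibition at or above 60% at 9 µM, even if other replicates fall short; inactive = all replicates below 60% inhibition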;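 also: 0% = neutral control wells and 100% = 4 µM acridine orange control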
CDK5 inh: inhibitors of human CDK5/p35 kinase; Q00535+Q15078; AID 488839; 0.01% of 330,000 active; Recombinant CDK5/p35, ADP-Glo luminescence, 60 min; inhibition, % at 10 µM;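 active = highest replicate inhibition of at least 50% and at least 75% of replicates reaching 50%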;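 also: plate controls were DMSO neutral control for no effect and GW8510 at 10 µM for full effect; many of its hits are not listed in these tables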
PvdQ inh: blocks Pseudomonas aeruginosa PvdQ acylase activity. purified PvdQ acylase, fluorescence plate reader. inhibition, % at 10 µM. 0.063% of 340,000 active. AID 488965; in the data active = inhibition above about 30%, passing the limit was not always enough;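 also: 0% = vehicle neutral wells and 100% = reference inhibitor wells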
Starred values were filed as active, the others as inactive; / = no result given.

SMILES	Cardiac RTF inh	PfHsp90 set2	Rtt109 Vps75	dFosB act	cardiac RTF act	NSD2 inh	Mot1-301 SUMO	Keap1-Nrf2 PPI	LANA DNA inh	CDK5 inh	PvdQ inh
O=C(c1ccccn1)N1CC=C(c2ccccc2)CC1	-2	-1	-2	-6	-2	-1	/	-1	-1.7	-1.7	-10
CCN(CC)CCCNC(=O)CCc1ccccc1	-3	11	-7	-1	5	7	12	-3	0.5	0.7	-24
O=C(CCNS(=O)(=O)c1ccc(Cl)cc1)OCC(=O)c1ccc[nH]1	-3	-43	-7	-4	4	3	125	-5	-0.4	-6.1	-14
CCOc1ccc(Cl)cc1Nc1nc(NCCO)nc(N2CCCC2)n1	-2	-13	-4	-3	4	/	-10	-4	-4.1	-0.7	-14
Cc1ccc(NC(=S)N(CCCN2CCC(C)CC2)Cc2ccco2)cc1	-5	/	7	-1	2	4	-8	-1	-0.9	1.4	-9
COC(=O)CSc1nnc(CNC(=O)Cc2ccccc2)n1C	-4	3	-4	1	1	0	3	0	0.0	-0.7	-6
COC(=O)c1[nH]c2cccc(Cl)c2c1NC(=O)CN1CCCCC1C (configuration not stated)	-4	-9	-3	-5	-3	0	-3	-3	-0.2	-0.5	-12
Cc1ccc(S(=O)(=O)N2CCCCC2)cc1C(=O)Nc1ccc2cn[nH]c2c1	-1	4	15	-7	0	-6	9	2	-1.9	-1.2	-9
COc1ccccc1NC(=O)CSc1nnc(C)n1CCc1ccccc1	-2	-13	-2	-7	-6	0	-30	-6	-0.4	0.9	-12
O=C(c1ccc(Br)cc1)c1coc2ccc(O)cc12	-2	1	-1	1	0	1	8	-2	0.0	0.2	-9

Some of the entries so far, in markdown:
| canonical_smiles | Cardiac RTF inh | PfHsp90 set2 | Rtt109 Vps75 | dFosB act | cardiac RTF act | NSD2 inh | Mot1-301 SUMO | Keap1-Nrf2 PPI | LANA DNA inh | CDK5 inh | PvdQ inh |
| --- | --- | --- | --- | --- | --- | --- | --- | --- | --- | --- | --- |
| COc1ccccc1NC(=O)CSc1nnc(C)n1CCc1ccccc1 | -2 | -13 | -2 | -7 | -6 | 0 | -30 | -6 | -0.4 | 0.9 | -12 |
| O=C(c1ccc(Br)cc1)c1coc2ccc(O)cc12 | -2 | 1 | -1 | 1 | 0 | 1 | 8 | -2 | 0.0 | 0.2 | -9 |

2 records drawn at random from those above:
SMILES	Cardiac RTF inh	PfHsp90 set2	Rtt109 Vps75	dFosB act	cardiac RTF act	NSD2 inh	Mot1-301 SUMO	Keap1-Nrf2 PPI	LANA DNA inh	CDK5 inh	PvdQ inh
O=C(CCNS(=O)(=O)c1ccc(Cl)cc1)OCC(=O)c1ccc[nH]1	-3	-43	-7	-4	4	3	125	-5	-0.4	-6.1	-14
O=C(c1ccccn1)N1CC=C(c2ccccc2)CC1	-2	-1	-2	-6	-2	-1	/	-1	-1.7	-1.7	-10

Continuation.
SMILES	Cardiac RTF inh	PfHsp90 set2	Rtt109 Vps75	dFosB act	cardiac RTF act	NSD2 inh	Mot1-301 SUMO	Keap1-Nrf2 PPI	LANA DNA inh	CDK5 inh	PvdQ inh
Cc1cccc(OC(C)C(=O)Nc2nccs2)c1 (configuration not stated)	-6	13	-6	3	-2	-2	119	-3	-1.0	-0.4	-14
CCOC(=O)c1nnn(-c2nonc2N)c1COc1c(C=O)cccc1OC	-2	-14	-6	-2	4	-2	-2	3	2.1	4.1	-8
O=C(Nc1ccc(F)cc1)c1cc(-c2ccncc2)nc2c(Cl)cccc12	-1	-16	9	-15	-3	6	-23	0	1.9	-1.9	-8
COc1ccccc1CCc1nnc(CCC(=O)NCCOc2cccnc2)o1	-1	8	/	-1	-2	-3	-19	1	-0.5	-1.4	-4
CCCCCC(=O)OC(CN1CCCCCC1)CN1CCCC1=O (configuration not stated)	-5	-5	1	1	1	/	6	-2	0.4	3.4	12
O=C(Cn1nnc(-c2ccccc2)n1)NNC(=O)c1ccco1	8	-5	-11	-2	-1	32	3	-3	-1.8	1.3	10
Fc1ccc(-c2cc3nc4c(c(N5CCOCC5)n3n2)CCCC4)cc1	-4	-23	4	-14	4	-14	-13	1	-1.2	-3.3	-9
COc1ccc(S(=O)(=O)NC(C)C(=O)Nc2ccc3c(c2)OCCO3)cc1OC (configuration not stated)	-1	10	-9	2	0	-17	114	-1	-1.5	-1.2	-7
COc1ccc(N2Cc3ccccc3/C2=N\C(=O)Nc2ccccc2)cc1	1	5	-4	-3	0	-2	/	2	-2.2	0.5	-9
CCC(CC)c1nnc(NC(=O)C23CC4CC(CC(NC(C)=O)(C4)C2)C3)s1	2	19	3	-4	-4	-2	-10	0	0.3	1.4	1
CCC(C)NC(=O)CC1Oc2ccc(C)cc2NC1=O (configuration not stated)	0	3	-7	2	-2	/	-2	1	-3.4	0.3	-3
O=C(COc1ccc2oc(-c3ccccc3)cc(=O)c2c1)NCc1ccco1	-5	17	-7	-26	-4	0	304	-1	-0.8	-0.7	-15
Fc1cccc(CNC2CCN(CCc3ccccc3)CC2)c1	-7	2	7	0	-1	0	22	-1	0.5	0.4	-9
CN1CCN(C(=S)NC(=O)c2ccc(S(=O)(=O)N3CCOCC3)cc2)CC1	9	-27	-4	1	-4	/	4	1	-0.3	-0.3	1
S=c1[nH]nc(C2CCCCC2)n1/N=C/c1cccc(Br)c1	-4	-8	1	-8	4	28	-2	-5	-2.4	0.5	-15
CCc1ccc(NC(=O)C2CCCN2C(=O)NC2CCCCC2)cc1 (configuration not stated)	11	6	6	-4	-3	1	6	-5	1.1	1.9	6
O=C(Oc1ccccc1Cl)c1ccc2c(=O)n3c(nc2c1)CCC3	-13	-35	5	-10	-3	1	19	2	-0.7	-0.6	-2
CSc1ccccc1NC(=O)CSc1n[nH]c(C)c1[N+](=O)[O-]	-24	9	0	-11	5	1	-9	-6	-0.8	1.0	-9
Cc1cccc(/C=C(\C(=O)O)c2ccc(S(=O)(=O)N3CCCC3)s2)c1	-5	0	-4	-14	-5	9	8	-5	6.4	0.2	13
CCOc1ccccc1CNS(=O)(=O)c1ccc2[nH]c(=O)sc2c1	-11	-20	0	-9	3	0	6	-4	0.3	-0.3	-7
O=C(/C=C/c1ccccc1[N+](=O)[O-])Nc1cccc(S(=O)(=O)NC2=NCCCCC2)c1	-12	/	6	-4	-3	/	/	0	-0.4	-0.2	11
Cc1ccccc1-n1c(SCc2csc(Nc3ccccc3)n2)nnc1-c1cccnc1	-4	-34	19	-10	-11	2	38	-6	-0.7	-0.7	-20
CCc1ccc(NC(=O)c2cnc(N3CCN(c4ccccn4)CC3)c3ccccc23)cc1	/	-5	-19	-5	/	1	520	5	-1.8	0.5	-2
O=C(CCc1nc2ccccc2c(=O)[nH]1)Nc1ccccc1N1CCCC1	-7	7	5	3	-14	0	286	-1	-0.5	-0.2	-9
O=C1OC(C(=O)NCc2ccccc2)Cc2ccccc21 (configuration not stated)	0	7	-19	-8	7	0	-2	-4	1.6	-4.0	-29
O=C(CNC(=O)c1ccccc1Cl)c1ccccc1	-8	-17	2	-6	2	4	-16	-1	1.5	1.1	-9
CSc1cccc(-c2nnc(NC(=O)c3cccc(N4C(=O)CCC4=O)c3)o2)c1	0	-15	9	-7	-6	0	-2	2	-0.8	0.6	-5
Cc1ccc(S(=O)(=O)N2CCC[C@H]2C(=O)Oc2ccccc2)cc1	9	-24	3	2	-3	-1	/	-1	-1.5	-2.7	10
CCc1ccc2oc(=O)cc(CN3CCN(c4ccc(F)cc4)CC3)c2c1	-9	24	2	-2	-6	0	-13	-6	0.4	-0.9	-15
Cc1c(C(=O)Oc2cccc3ccccc23)cnn1-c1ccccc1	-2	0	-3	-4	-2	-2	-10	-5	1.2	0.7	-12

Taken from above:
O=C(/C=C/c1ccccc1[N+](=O)[O-])Nc1cccc(S(=O)(=O)NC2=NCCCCC2)c1 in LANA DNA inh is listed with -0.4
COc1ccccc1CCc1nnc(CCC(=O)NCCOc2cccnc2)o1 in LANA DNA inh is listed with -0.5
Fc1cccc(CNC2CCN(CCc3ccccc3)CC2)c1 in CDK5 inh is listed with 0.4
CCC(CC)c1nnc(NC(=O)C23CC4CC(CC(NC(C)=O)(C4)C2)C3)s1 in Rtt109 Vps75 is listed with 3

Following part:
SMILES	Cardiac RTF inh	PfHsp90 set2	Rtt109 Vps75	dFosB act	cardiac RTF act	NSD2 inh	Mot1-301 SUMO	Keap1-Nrf2 PPI	LANA DNA inh	CDK5 inh	PvdQ inh
NC(=N\N=CCc1ccccc1)/C(N)=N/N=CCc1ccccc1	-5	-13	3	1	5	-1	/	0	-0.5	-0.1	-16
CC(C)(C)OC(=O)N/N=C\C=C\c1ccc2c(c1)OCO2	-8	18	0	-5	-1	-15	-5	-1	0.1	-0.6	-9
Cc1ccc(C)c(OCCC(=O)OCC(=O)Nc2cc(S(=O)(=O)N3CCOCC3)ccc2C)c1	-6	-7	-5	1	-4	-2	11	0	-0.1	-1.2	-11
Cn1c(=O)[nH]c(=O)c2c1nc(N1CCCCCC1)n2CCN1CCCCCC1	-2	6	-12	-4	7	-2	-31	1	-0.2	0.2	-12
COc1cc(CC(=O)N2CCN(C(=O)C3CCCO3)CC2)cc(OC)c1OC (configuration not stated)	3	/	-7	1	-1	-1	-13	-2	-0.2	-2.4	-19
C=CCn1c(C(C)NC(=O)C(C)(C)C)nc2ccccc21 (configuration not stated)	-7	27	5	1	-1	-3	-9	-4	-2.0	-1.5	-23
Cn1c(N)c(S(=O)(=O)N2CCN(Cc3ccccc3)CC2)c(=O)n(C)c1=O	1	-5	18	-3	-2	-1	-6	3	1.4	0.6	-3
CCOc1ccc(-n2c(Cc3ccccc3)nnc2SCc2c(C)noc2C)cc1	-16	9	8	-6	-4	1	-15	4	0.1	-1.3	0
CCn1c2ccccc2c2cc(NC(=O)CSc3nnnn3-c3ccccc3)ccc21	-16	5	0	-3	-4	2	0	5	-0.9	-0.3	1
CC1=CC2=NC(=O)/C(=C\c3cn(C)c4ccccc34)C(=N)N2O1	-19	14	-2	-4	9	-1	0	3	4.4	-0.5	-8
Cc1ccn2cc(-c3cccc(S(=O)(=O)N4CCCC4)c3)nc2c1	-3	-50	1	-13	-2	34	-13	-2	0.4	1.7	-13
Cc1ccc(NC(=O)CSCc2n[nH]c(=O)[nH]2)c(Br)c1	1	13	-3	-2	4	-2	-13	-4	1.5	-0.6	-11
O=C(Nc1ccccc1)Nc1nnc(COc2ccccc2F)s1	-13	-12	2	28*	0	-2	1	3	1.3	0.1	0
COc1ccccc1NC(=S)NC(C)C(c1cccs1)N1CCOCC1 (configuration not stated)	-3	13	-3	1	1	/	25	2	-3.0	0.9	10
CCOCCn1c(C(C)C)nc2ccccc21	1	44	-8	-3	0	7	9	-3	-1.2	-0.1	-16
COc1ccc(C2N(c3ccc(Cl)cc3)C(=O)C3CCCN32)cc1 (configuration not stated)	2	15	-10	4	-6	/	-7	1	-2.1	-2.5	-10
O=C1NC(=O)N(c2ccc(Cl)cc2)C(=O)/C1=C/c1ccc2c(c1)CCN2Cc1ccccc1Cl	2	-21	2	-6	-6	/	/	2	-0.5	-0.9	11
